Growth percent in the NCI-60 one-dose screen (48 h, 10 µM unless noted): 100 = growth as untreated, 0 = no growth, -100 = all killed.
OVCAR-5 = OVCAR-5 ovarian cancer. actives 2.9% (n = 82,000). AID 1794783
U251 = U251 CNS tumor cells | actives 5.4% (n = 80,000)
OVCAR-8 = OVCAR-8 ovarian cancer | actives 4.4% (n = 81,000) | AID 1794782
SF-268 = SF-268 CNS cancer cells; actives 3.1% (n = 82,000); AID 1794759
PC-3 = PC-3 prostate cancer cells | actives 3.9% (n = 80,000) | AID 1794754
OVCAR-4 = OVCAR-4 ovarian cancer cells. AID 1794784. actives 3.7% (n = 80,000)
SK-OV-3 = SK-OV-3 ovarian cancer cells; actives 3.2% (n = 80,000); AID 1794785
DU-145 = DU-145 prostate cancer | actives 4.2% (n = 81,000) | AID 1794760
OVCAR-3 = OVCAR-3 ovarian cancer. actives 7% (n = 79,000)
Starred values were filed as active, the others as inactive; . = not tested or not shown; & = joins results of further samples. The calls were made as follows: active = growth percent below 10; inactive = the rest.

Under each structure – U251	PC-3	OVCAR-8	SK-OV-3	OVCAR-3	DU-145	SF-268	OVCAR-5	OVCAR-4
COc1ccc(-n2c(SCc3cn(-c4ccccc4)nn3)nc3ccccc3c2=O)cc1
 : 100	86	102	91	95	108	96	102	91
NC1=NC2(CCCCC2)N(c2ccc(S(=O)(=O)Nc3nccs3)cc2)C(N)=N1
 : 101	99	100	115	114	111	106	104	105
O=C(CSc1nnc(Cc2ccccc2Nc2c(Cl)cccc2Cl)n1-c1ccccc1)N1N=C(c2ccc3ccccc3c2)CC1c1ccc(Cl)cc1 (stereo not given)
 : 98	87	107	94	104	94	89	100	89
COc1ccc(/C=C2/N=C3N(N=C(N=C(N)N)N3c3ccccc3)C2=O)cc1
 : 100	94	105	102	103	113	100	123	101
CC1OC(C)(c2ccc(Cl)c(O)c2)OC1C (stereo not given)
 : 108	102	98	111	111	120	114	109	118
Cc1nc2sc(C(=O)Nc3ccccc3)c(N)c2cc1C(=O)/C=C/c1ccccc1
 : -72*	6.7*	-1.2*	35	-48*	1.9*	0.2*	17	4.4*
COc1ccc2cc(Br)ccc2c1
 : 107	108	97	108	116	109	94	109	114
COc1ccc2nc3cc(Cl)ccc3c(Nc3ccc(N(C)C)cc3)c2c1
 : 93	85	90	86	96	91	95	110	89
COc1ccc(C(=O)OCOC(=O)c2ccc(OC)cc2)cc1
 : 100	92	110	102	108	105	102	99	118
COc1cc2nc(SCc3nnc(NC(=O)c4ccc(Br)cc4)s3)n(-c3ccc(Cl)cc3)c(=O)c2cc1OC
 : 93	90	98	104	83	70	98	86	101
Fc1c(F)c(F)c(-c2nnc(CN3C=NC4C(N5CCOCC5)=NC=NC43)o2)c(F)c1F (stereo not given)
 : 103	96	105	.	105	109	96	93	95
O=C(Nc1cccnc1Nc1ccc(F)cc1)c1cn(Cc2ccc(F)cc2)nn1
 : 99	89	107	112	102	104	80	123	94
Cn1c(=O)c2cc(C(=O)NCCCN3CCCCCC3)sc2c2ccccc21
 : 92	64	93	107	94	100	89	90	.
Clc1ccc2[nH]cc(-c3cncn3CCc3ccccc3)c2c1
 : 58	47	33	41	55	81	46	75	14
COc1ccc(-c2nn(-c3cccc(Cl)c3)cc2C2CC(c3ccccc3)=NN2C(C)=O)cc1 (stereo not given)
 : 67	69	56	32	81	72	67	81	23
COc1cc2c(cc1OC)[C@H]1CCCN1CC2Sc1ccccc1 (stereo not given in full)
 : 97	86	99	103	103	106	105	95	85
O=S1(=O)CC(Cl)C1
 : 101	99	101	105	109	115	110	101	92
Cn1nc(-c2ccc(Cl)cc2)nc2c(=O)n(C)c(=O)nc1-2
 : -83*	17	-59*	33	-40*	-98*	-20*	-89*	-100*
CCOC(=O)c1sc(NC(=O)COc2cccc(/C=C3\Cc4ccc(Cl)cc4C3=O)c2)nc1C
 : 99	103	.	114	120	117	116	101	118
NS(=O)(=O)c1ccc(Br)cc1
 : 102	76	105	81	114	114	98	98	104
S=C1Nc2c(sc3ccc(Cl)cc23)C(c2ccc3ccccc3c2)N1 (stereo not given)
 : 93	86	92	88	97	107	90	95	89
CCOC(=O)c1cc(C#N)n2ccc3ccccc3c12
 : 97	102	100	36	102	103	94	94	95
NNc1nc2nc(-c3ccccc3)cc(-c3ccc(F)cc3)c2c(=O)[nH]1
 : 101	90	101	95	103	109	90	109	99
CNCC(C)C(Cl)c1ccccc1 (stereo not given)
 : 105	97	109	113	102	106	99	99	108
O=C(N/N=C/c1cccc2ccccc12)c1ccc2cccc(O)c2n1
 : 101	94	101	114	108	104	103	112	107
C/C(=C(/C)C1CC1CCN(C(=O)c1ccc([N+](=O)[O-])cc1)S(=O)(=O)c1ccc(C)cc1)c1ccccc1 (stereo not given)
 : 95	94	96	101	94	101	89	104	71
CC(=O)SCCCON1C(=O)c2ccccc2C1=O
 : 114	93	115	114	127	.	116	112	117
C=C1CC[C@@H]2[C@]3(C)COC(c4cn[nH]c4-c4ccc(Br)cc4)O[C@@H]3CC[C@@]2(C)[C@@H]1C/C=C1/C(=O)OCC1O (stereo not given in full)
 : -87*	-44*	-9.5*	-32*	-79*	-79*	-13*	-76*	8.8*
C/C(=C\c1ccc(OCC(=O)O)c(Cl)c1Cl)[N+](=O)[O-]
 : 96	92	94	94	100	108	95	113	114
COc1cc(/C=C/C(=O)c2cc(OC)c(OC)c(OC)c2)ccc1Oc1nc2c(c(=O)n(C)c(=O)n2C)n1C
 : -82*	7.6*	11	30	-48*	7.6*	12	5.8*	19
O=C1/C(=C/c2ccc(F)cc2)Cc2ccccc21
 : .	98	101	110	110	104	110	93	88
O=c1sn(CCI)c(=O)n1Cc1ccc(Cn2c(=O)sn(CCI)c2=O)cc1
 : 94	88	91	96	92	101	96	105	83
Cc1ccc(S(=O)(=O)N(CCC(=N)N)C(C)C)cc1
 : 103	101	106	97	111	112	101	108	101
CC(C)C(=O)NCCCCCCN1CCCCC1
 : 108	100	111	99	101	111	101	90	117
C[C@@H](O)[C@H]1C(=O)N2C(C(=O)O)=C(SC3CN[C@H](C(=O)N(C)C)C3)[C@H](C)[C@H]12 (stereo not given in full)
 : 99	92	107	115	116	110	105	100	114
COc1cc(/C(C)=C(\c2ccc(Cl)cc2)c2ccc(OCCN3CCCCC3)cc2)ccc1F
 : 60	60	80	93	83	89	93	75	63
CCOC(=O)/C(=C\c1cccc(Br)c1)C(C)=O
 : 99	93	.	118	112	116	112	97	101
O=Cc1ccc2c(c1)OCCOCCOCCOCCO2
 : 96	94	107	108	107	124	107	99	95
N#Cc1n[nH]n2c1nc(=O)c1sc3ncccc3c12
 : 110	84	102	108	118	125	118	106	102
CC(C)(Cl)C1CC=C(CC(Cl)(Cl)Cl)CC1 (stereo not given)
 : 93	99	101	113	106	109	99	109	112
Cc1ccc2nc[nH]c2c1
 : 97	91	101	102	115	104	95	105	118
O=[N+]([O-])c1ccc(N=Nc2c(NNc3ccc([N+](=O)[O-])cn3)cc(S(=O)(=O)O)c3ccccc23)nc1
 : 69	68	67	78	-5.3*	75	64	91	.
CN(C)c1oc(C2OC2c2ccccc2)nc1C#N (stereo not given)
 : 94	101	85	79	105	107	96	90	109
C=CCSC1=NC2C(N(C)C(=O)N2C)N1/N=C/C=C/c1ccccc1OC (stereo not given)
 : 90	84	96	119	101	101	95	114	95
O=C(CC(c1ccccc1)c1ccc(Br)cc1)c1ccccc1 (stereo not given)
 : 100	79	102	92	97	106	95	89	90
Cc1cc(=O)n2nc(-c3c[nH]c4ccccc34)sc2n1
 : 94	98	99	103	.	107	102	101	104
CC12CCC(/C(=N/O)C1=O)C2(C)C (stereo not given)
 : 107&95	102&99	110&102	109&92	109&108	113&104	104&90	110&103	111&111
COc1ccc([N+](=O)[O-])cc1NC(=O)CC(=O)c1ccccc1
 : 106	95	107	107	119	.	111	117	102
C[C@]12C=CC(=O)C=C1CCC1C2[C@@H](O)C[C@@]2(C)C1CC[C@]2(O)C(=O)COP(=O)(O)O (stereo not given in full)
 : 99	79	90	74	115	106	112	104	97
CO[C@]12C=C/C(=C(/C(=O)OCc3cccnc3)C(=O)CCCCCCCC[C@]3(OC)C=C/C(=C(/C(=O)OCc4cccnc4)C(=O)CCCCCCCC1)O3)O2
 : -64*	-52*	7.8*	-0.9*	-95*	-95*	-72*	-52*	-66*
CCNc1ccc(C)cc1
 : 94	87	102	99	104	104	95	101	96
CCOC(=O)c1nc(Nc2ccc(NC(=O)Nc3cccc(F)c3)cc2)c2ccccc2n1
 : 100	104	104	98	112	105	99	98	113
COc1cc(OC)c(NC(=O)CC2SC(N)=NC2=O)cc1Cl (stereo not given)
 : 98	100	105	.	118	112	109	106	108
CNCc1cccc(OC)c1OC
 : 111	103	119	119	121	134	111	110	119
O=C(Cn1cncn1)Nc1ccc(-c2nc3ccccc3s2)cc1
 : 90	86	95	100	91	95	97	115	81
OC(CN1CCCC1)c1ccccc1 (stereo not given)
 : 107	106	105	112	105	108	103	94	114
O=C(O)c1ccc2cc(C(=O)O)ccc2c1
 : 98	98	100	116	106	105	103	90	115
O=C1NC(=O)/C(=C\c2ccco2)S1
 : 101	101	105	97	106	112	99	96	121
O=C1CC(n2c(O)c(C=Nc3cccnc3)sc2=S)C(=O)N1c1cccnc1 (stereo not given)
 : 107	.	107	89	136	115	113	108	106
CCOC(=O)N1CCN(C2=Nn3c(nnc3-c3cc(C(F)(F)F)cc(C(F)(F)F)c3)SC2)CC1
 : 98	87	95	98	111	114	104	99	106

An excerpt of these results, field by field:
mol: CCNc1ccc(C)cc1
  U251: 94
  PC-3: 87
  OVCAR-8: 102
  SK-OV-3: 99
  OVCAR-3: 104
  DU-145: 104
  SF-268: 95
  OVCAR-5: 101
  OVCAR-4: 96
mol: CCOC(=O)c1nc(Nc2ccc(NC(=O)Nc3cccc(F)c3)cc2)c2ccccc2n1
  U251: 100
  PC-3: 104
  OVCAR-8: 104
  SK-OV-3: 98
  OVCAR-3: 112
  DU-145: 105
  SF-268: 99
  OVCAR-5: 98
  OVCAR-4: 113
mol: COc1cc(OC)c(NC(=O)CC2SC(N)=NC2=O)cc1Cl (stereo not given)
  U251: 98
  PC-3: 100
  OVCAR-8: 105
  SK-OV-3: .
  OVCAR-3: 118
  DU-145: 112
  SF-268: 109
  OVCAR-5: 106
  OVCAR-4: 108
mol: CNCc1cccc(OC)c1OC
  U251: 111
  PC-3: 103
  OVCAR-8: 119
  SK-OV-3: 119
  OVCAR-3: 121
  DU-145: 134
  SF-268: 111
  OVCAR-5: 110
  OVCAR-4: 119

Next compounds follow.
Under each structure – U251	PC-3	OVCAR-8	SK-OV-3	OVCAR-3	DU-145	SF-268	OVCAR-5	OVCAR-4
O=C(C1CC=CCC1)N1CCCCCC1 (stereo not given)
 : 99	94	101	107	126	119	123	108	.
O=C1c2ccccc2CCC12OC2c1cn(-c2ccccc2)nc1-c1ccc(Cl)cc1 (stereo not given)
 : 65	84	95	111	115	111	93	111	99
CCN(CC)CCOc1ccc(C(=C(C)c2ccccc2)c2ccc(OCCN(CC)CC)cc2)cc1
 : -22*	23	25	58	-7.7*	41	12	25	14
O=c1[nH]c(NCc2ccccc2)nc2nc(Nc3ccc(NC(=S)Nc4ccccc4)cc3)nc(-c3ccc(O)cc3O)c12
 : 88	109	87	98	111	116	96	111	114
Cc1ccc(S(=O)(=O)NCN2C(=O)c3ccccc3C2=O)cc1
 : 103	102	108	98	113	125	106	110	97
COc1ccc2c(c1)OC13Oc4cc(OC)ccc4C=C1CSCC3=C2
 : 98	101	93	.	109	102	97	100	92
CSc1cc(C(=O)O)nc(SC)n1
 : 101	102	101	106	.	109	104	97	104
COc1ccccc1Cn1cc2c(c1-c1ccccc1)CCc1cnoc1-2
 : 40	30	56	19	7.0*	52	37	77	61
CCCCCCCCCCCCCC[n+]1ccc(C(N)=O)cc1
 : -100*	-23*	1.2*	34	-27*	23	-13*	-4.9*	32
Brc1ccc[n+](Cc2ccccc2)c1
 : 100	90	101	106	125	121	113	109	102
CC(c1ccccn1)C(C)(O)C(C)c1ccccn1 (stereo not given)
 : 99	99	101	114	106	101	100	98	112
Cc1ccc(S(=O)(=O)Nc2ccc(-[n+]3ccc(-c4cccc(C)c4)o3)cc2)cc1
 : 92	81	98	107	102	97	90	100	75
Cc1ccc(C)c2c1CCC2=O
 : 103	99	104	121	97	102	97	96	105
O=c1c2sc3ncccc3c2nc2ccccn12
 : 106	105	105	115	109	111	103	105	117
Nc1ccc(S(=O)(=O)c2ccc(NCNc3nc(N)nc(N)n3)cc2)cc1
 : 98	100	97	109	114	114	106	109	.

Just U251 and OVCAR-3 (2 entries from above):
smiles | U251 | OVCAR-3
Cc1ccc(C)c2c1CCC2=O | 103 | 97
Nc1ccc(S(=O)(=O)c2ccc(NCNc3nc(N)nc(N)n3)cc2)cc1 | 98 | 114

Additional entries:
Under each structure – U251	PC-3	OVCAR-8	SK-OV-3	OVCAR-3	DU-145	SF-268	OVCAR-5	OVCAR-4
Oc1ccc(Br)cc1C=Nc1cccc2c1C(O)c1ccccc1-2 (stereo not given)
 : 105	91	100	97	101	112	89	105	103
S=C(CSc1ccccc1)Nc1cccc2ccccc12
 : 106	82	101	104	115	121	112	102	.
COc1cc(-c2nnc(SCC(=O)Nc3ccc(/C(C)=N\O)cc3)o2)cc(OC)c1OC
 : 94	90	99	100	105	98	99	96	104
Cc1cc(=O)[nH]c(SCC(=O)Nc2ccc(-c3nc4ccc([N+](=O)[O-])cc4[nH]3)cc2)n1
 : 83	33	83	86	108	97	65	100	114
Clc1cccc(N/N=C/c2c[nH]c3ccccc23)n1
 : 35	25	41	64	-13*	49	20	52	41
N#Cc1ccc(OC(=O)Nc2cccc(Cl)c2Cl)cc1
 : .	99	105	111	102	95	102	103	95
COc1ccc(C(=O)O)c(I)c1OC
 : 100	93	111	118	109	107	100	110	96
CCCCCc1ccc(S(=O)(=O)Nc2ccc3nc(NC(C)=O)[nH]c3c2)cc1
 : 97	85	91	112	90	93	87	87	96
Cc1ccnc(NS(=O)(=O)c2ccc(NC(=O)Nc3ccc(Cl)c(C(F)(F)F)c3)cc2)n1
 : 92	87	97	91	100	103	106	97	125
CC(C)(C)c1cc(NCc2ccc(Cl)cc2)n(-c2ccccc2)n1
 : 89	89	93	86	113	114	103	115	80
COc1ccc[nH]c1=O
 : 102	94	96	96	113	116	106	109	123
O=C(C[n+]1ccnc2ccccc21)c1ccccc1
 : 102	83	108	93	99	110	99	93	100
CC(C)CC(CC(C)C)N(C)C(C)(C)O
 : 101	103	99	98	103	113	104	111	119
O=C(CCCCn1cnc2c(=S)nc[nH]c21)Nc1ccc(C(=O)O)cc1
 : 102	94	99	98	108	105	101	103	110
CCN(CC)S(=O)(=O)c1ccccc1
 : 99	100	103	99	103	103	99	107	111
